CASP6 VEID inh – human caspase-6 inhibitors, primary screen, biochemical, VEID-R110 fluorescence, single point, set 2; purified caspase-6, Z-VEID-R110 cleavage fluorescence; inhibition, % at 12.5 µM; hit rate 0.53% among 350,000; AID 686996, 2013;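 active = mean inhibition across replicates at least about 35%, with every replicate also reaching that limit, limit read from the data; inconclusive = only one of the two criteria met; inactive = neither criterion met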;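 also: 0% = median of neutral control wells and 100% = no fluorescence left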
Target sequence (P55212 24-179 limits assumed): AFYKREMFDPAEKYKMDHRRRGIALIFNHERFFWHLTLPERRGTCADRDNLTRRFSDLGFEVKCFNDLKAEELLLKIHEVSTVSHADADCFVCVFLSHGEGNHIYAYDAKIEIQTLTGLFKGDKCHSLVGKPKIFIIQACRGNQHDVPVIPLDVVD
Target sequence (P55212 194-293 limits assumed): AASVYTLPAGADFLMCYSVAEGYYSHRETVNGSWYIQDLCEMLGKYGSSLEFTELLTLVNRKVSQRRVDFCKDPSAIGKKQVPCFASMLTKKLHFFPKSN
EWS-Fli inh – EWS/Fli-driven NR0B1 reporter inhibitors, primary screen, A673 cells, NR0B1 luciferase, luminescence, MLPCN library. viability-normalised. hit rate 0.67% among 350,000. AID 651661, 2012. inhibition, % at 12.6 µM;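 active = mean inhibition of at least 50% after viability correction, with every replicate also passing that limit; inconclusive = mean reaches 50% but only one of two replicates passes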;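 also: firefly luciferase signal divided by Alamar Blue viability fluorescence both relative to DMSO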
DENV2 CPE – inhibitors of DENV2 cytopathic effect, primary screen, cell-based, plate reader, single concentration; DENV2-infected cells, cytopathic effect rescue; CPE inhibition, % at 9.99 µM; hit rate 1.7% among 350,000; AID 651640, 2012; in the data active = CPE inhibition above about 20%, passing the limit was not always enough; inconclusive = no clear call, values can overlap the other calls; tested in BHK-21 cells;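 also: 0% = median of neutral control wells and 100% = median of positive control wells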
LGR2 inh – inhibitors of bursicon-induced LGR2 CRE-luciferase signal, primary screen, cell-based, HEK293, CRE-luciferase reporter, bursicon stimulation; AID 720647, 2013; inhibition, % at 9.99 µM; bursicon-stimulated, 4 h; hit rate 0.35% among 380,000; Drosophila bursicon receptor LGR2 (rickets);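 active = drop in luminescence signal, shown as inhibition above about 50% in the replicate tests, limit read from the data, passing the limit was not always enough; inconclusive = probably only some replicates passing the limit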;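 also: agonist challenge used bursicon conditioned medium at about half maximal strength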
ARNT TACC3 PPI – disruptors of ARNT/TACC3 protein interaction, primary screen, biochemical, AlphaScreen, single concentration. AlphaScreen His-ARNT PAS-B/GST-TACC3 binding, luminescence; TACC3 fragment carries E629A point mutation. inhibition, % at 9.99 µM. hit rate 0.66% among 390,000. AID 623870, 2012;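 active = mean inhibition of replicates at least 50% and at least half of replicates each reaching 50%; inconclusive = half or more replicates reach 50% but mean below 50%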;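 also: 0% = complete ARNT plus TACC3 wells and 100% = ARNT alone without TACC3; many hits fall short of the cut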
PAX8 inh HTS – inhibitors of PAX8-driven TPO luciferase reporter, primary screen, RMG-I cells, single concentration; SteadyGlo, 24 h; inhibition, % at 12.6 µM; hit rate 1.2% among 360,000;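 active = mean replicate inhibition at least 60% with every replicate also reaching 60%; inconclusive = only one of the two criteria is met; inactive = mean below 60% and not all replicates reaching 60%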;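 also: luciferase light reporting Pax8 driven TPO promoter activity; plate controls were median of neutral control wells for no effect and mitoxantrone controls for full effect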
SIRT5 inh – SIRT5 desuccinylase inhibitors, primary screen, biochemical, fluorescence imaging, single point, set 5. hit rate 1.1% among 330,000. Purified SirT5, succinyl-peptide AMC, trypsin-coupled fluorescence. inhibition, % at 15 µM. NAD-dependent protein deacylase sirtuin-5, mitochondrial (Homo sapiens), Q9NXA8; in the data active = inhibition above about 15%; inconclusive = no clear call, values can overlap the other calls
Target sequence (Q9NXA8 whole entry, looked up): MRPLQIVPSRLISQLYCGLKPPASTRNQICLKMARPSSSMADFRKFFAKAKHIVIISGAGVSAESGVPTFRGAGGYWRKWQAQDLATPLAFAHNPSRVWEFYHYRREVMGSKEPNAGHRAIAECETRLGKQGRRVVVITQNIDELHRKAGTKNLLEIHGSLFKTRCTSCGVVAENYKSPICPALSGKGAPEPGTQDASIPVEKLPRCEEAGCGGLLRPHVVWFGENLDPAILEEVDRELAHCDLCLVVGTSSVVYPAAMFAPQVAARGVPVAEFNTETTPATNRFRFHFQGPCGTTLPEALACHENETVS
Active calls of the source: *; ? = inconclusive; . = not tested or not shown. Outcome played no part in choosing rows; about 4.9% have a hit in one of these screens.

Values run as follows: CASP6 VEID inh, EWS-Fli inh, DENV2 CPE, LGR2 inh, ARNT TACC3 PPI, PAX8 inh HTS, SIRT5 inh
CC(C)CNc1ncnc2c1cnn2Cc1ccc(Cl)cc1
→ 4, -2, -8, 2, ., -4, -2
C[C@H](CO)N1C[C@H](C)[C@H](CN(C)Cc2ccc(-c3ccccc3)cc2)Oc2ccc(NC(=O)NC3CCCCC3)cc2C1=O
→ 2, 7, 4, -2, 7, ., 6
COc1ccccc1N1CCN(S(=O)(=O)c2c(C)sc3ncn(CC(=O)NCCN(C)C)c(=O)c23)CC1
→ -3, 3, 0, 6, -5, -4, -3
Cc1ccc(NC(=O)COc2cccc(/C=C3\SC(=S)N(CCC(=O)O)C3=O)c2)cc1Cl
→ 42*, -20, -3, -17, 8, -16, 27*
C/[N+]([O-])=C\CC(=O)c1ccc(-c2ccccc2)cc1
→ -4, 5, -6, -6, -4, 16, -3
CCc1nc(C)cn1S(=O)(=O)c1cc(F)ccc1OC
→ -3, 9, 8, ., -6, 3, -2
C[C@H](CO)N1C[C@H](C)[C@@H](CN(C)S(=O)(=O)c2ccc(Cl)cc2)Oc2ccc(NS(C)(=O)=O)cc2CC1=O
→ 6, -8, 0, -9, -18, 19, -9
COc1ccc(NC(=O)CSc2nnc3n2CCCCC3)cc1OC
→ -1, -3, 0, 1, ., -15, .
Cn1c(=O)c2cc(NC(=O)CCc3ccccc3)ccc2n1-c1ccccc1F
→ 2, 12, -8, ., ., 5, .
Cc1sc2nc(C(C)C)nc(SCC(=O)N3CCOCC3)c2c1C
→ 0, 2, 5, 1, -7, 5, -1
CC(=O)Nc1ccc(S(=O)(=O)N2CCN(c3ccc([N+](=O)[O-])c(NCCN4CCOCC4)c3)CC2)cc1
→ 1, 4, 0, -11, -3, 25, -2
Cc1cccc(S(=O)(=O)N2CCCCN3[C@H](C2)[C@H](c2ccc(-c4ccncc4)cc2)[C@@H]3CO)c1
→ -2, 14, -7, 1, -2, -4, 3
Cc1cccc(N=C2SC(C)CN2C(=O)CN2C(=O)NC3(CCCC3)C2=O)c1 (stereo unspecified)
→ 4, -24, -5, -14, 0, -9, 7
CCC(C)NC(=O)c1ccccc1SC (stereo unspecified)
→ 1, 4, 12, 14, -25, 3, -5
C[C@H]1CN([C@@H](C)CO)C(=O)c2cc(C3=CCCC3)cnc2O[C@H]1CN(C)C(=O)c1cccnc1
→ 0, -4, -6, 8, -4, 5, -5
Cc1ccccc1CNS(=O)(=O)c1c(C(=O)N2CCCC2)c(C)n(C)c1C
→ -1, ., -2, -5, -4, 12, -3
CC1(C2CCCC2)NC(=O)NC1=O (stereo unspecified)
→ 1, 1, 3, -12, -2, ., 3
COc1cc(NC(=S)NCc2cccnc2)cc(OC)c1
→ 1, -19, ., 3, ., -17, -1
CCc1noc(C)c1C(=O)Nc1nnc(CC(C)C)s1
→ 2, 3, 2, 10, -3, 5, -10
CCCNC(=O)[C@H]1[C@H](CO)[C@H]2Cn3c(cccc3=O)[C@@H]1N2C(=O)NCCC
→ -2, -9, 12, -5, 9, -4, -2

Values run as follows: CASP6 VEID inh, EWS-Fli inh, DENV2 CPE, LGR2 inh, ARNT TACC3 PPI, PAX8 inh HTS, SIRT5 inh
CS(=O)(=O)N1CC(=O)N2[C@H](C1)[C@H](c1ccc(C#Cc3ccc(F)cc3)cc1)[C@@H]2CO
→ 3, -10, 0, 3, ., 10, -2
C[C@H](CO)N1C[C@H](C)[C@H](CN(C)Cc2ccc3c(c2)OCO3)Oc2ccc(NC(=O)Nc3cccc4ccccc34)cc2C1=O
→ 1, 3, 1, -23, ., 94*, .
CCOC(=O)Nc1ccc(N2CCOCC2)c(S(=O)(=O)Nc2ccc(Cl)cc2)c1
→ 4, 9, 8, ?, ., 35, .
C[C@@H]1CN([C@H](C)CO)C(=O)Cc2cc(NC(=O)Nc3cccc4ccccc34)ccc2O[C@H]1CN(C)C(=O)NC1CCCCC1
→ 4, -4, -9, 18, -1, -12, 3
O=C(NCCC1CCCCN1S(=O)(=O)c1ccc(F)cc1)C(=O)Nc1ccccc1F (stereo unspecified)
→ -3, -4, 8, 7, -2, 5, 3
COc1ccc(S(=O)(=O)c2c(C)c(NS(=O)(=O)c3ccccc3)cc(C)c2O)cc1
→ 1, 10, -5, 14, -1, 16, 1
c1ccc(OCc2noc(CN3CC[C@@H]4CCCC[C@H]4C3)n2)cc1
→ -5, 14, 4, -8, -1, 16, -6
Cc1nn(C)c(C)c1NC(=O)COc1ccc(F)cc1Br
→ -2, 15, -2, 13, -5, ., -3
COc1ccc(CCNS(=O)(=O)c2cc(/C=C/C(=O)O)ccc2C)cc1OC
→ 2, 9, 1, -13, -4, 15, -2
Cn1c(COc2ccccc2)nnc1SCC(=O)Nc1nnc(C2CC2)s1
→ 1, 0, -11, -13, 0, -1, 1
Cc1ccc(-n2c(SCC(N)=O)nnc2-c2cnccn2)cc1
→ 1, -3, 4, -17, ., 4, 0
NS(=O)(=O)c1ccc(CCNC(=O)CSc2nc3ccsc3c(=O)n2CC2CCC(C(=O)O)CC2)cc1 (stereo unspecified)
→ 2, -4, -2, 24, -8, -3, 1
COc1ccc(N2CCN(C(CNC(=O)c3ccco3)c3ccco3)CC2)cc1 (stereo unspecified)
→ 0, -2, 8, -14, -10, -26, -4
Nc1nc2c(ncn2[C@@H]2O[C@H](CNC(=O)[C@H](N)Cc3ccccc3)[C@@H](O)[C@H]2O)c(=O)[nH]1
→ 3, -7, ?, 3, ., 13, -4
C[C@@H]1CN([C@H](C)CO)C(=O)c2cccc(NC(=O)c3cnccn3)c2O[C@H]1CN(C)CC1CCCCC1
→ -1, 1, 1, 11, 4, -24, 0

In the list so far, these have two or more sulfur atoms:
Values run as follows: CASP6 VEID inh, EWS-Fli inh, DENV2 CPE, LGR2 inh, ARNT TACC3 PPI, PAX8 inh HTS, SIRT5 inh
COc1ccccc1N1CCN(S(=O)(=O)c2c(C)sc3ncn(CC(=O)NCCN(C)C)c(=O)c23)CC1
→ -3, 3, 0, 6, -5, -4, -3
Cc1ccc(NC(=O)COc2cccc(/C=C3\SC(=S)N(CCC(=O)O)C3=O)c2)cc1Cl
→ 42*, -20, -3, -17, 8, -16, 27*
C[C@H](CO)N1C[C@H](C)[C@@H](CN(C)S(=O)(=O)c2ccc(Cl)cc2)Oc2ccc(NS(C)(=O)=O)cc2CC1=O
→ 6, -8, 0, -9, -18, 19, -9
Cc1sc2nc(C(C)C)nc(SCC(=O)N3CCOCC3)c2c1C
→ 0, 2, 5, 1, -7, 5, -1
COc1ccc(S(=O)(=O)c2c(C)c(NS(=O)(=O)c3ccccc3)cc(C)c2O)cc1
→ 1, 10, -5, 14, -1, 16, 1
Cn1c(COc2ccccc2)nnc1SCC(=O)Nc1nnc(C2CC2)s1
→ 1, 0, -11, -13, 0, -1, 1
NS(=O)(=O)c1ccc(CCNC(=O)CSc2nc3ccsc3c(=O)n2CC2CCC(C(=O)O)CC2)cc1 (stereo unspecified)
→ 2, -4, -2, 24, -8, -3, 1

High-throughput results deposited in PubChem BioAssay by Broad Institute.
